Compound activity (PubChem BioAssay)
CF NFkB inh = cystic fibrosis NF-kB activation inhibition. KKLEB NF-kB-GFP reporter, PAF-induced, GFP fluorescence overnight. inhibition, % at 5 µM. actives 0.86% (n = 360,000). AID 588850;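 active means at least 50% inhibition at 5 µM, scaled per plate between neutral and stimulator controls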;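 further: PAF is a Pseudomonas aeruginosa culture filtrate used as stimulus; plate controls were PAF-stimulated DMSO wells for no effect and unstimulated DMSO wells for full effect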
TWEAK-Fn14 inh = inhibitors of TWEAK-Fn14 interaction signaling; TWEAK-stimulated Fn14 reporter cells, luciferase luminescence, 8 h; inhibition, % at 10 µM; actives 2% (n = 360,000); AID 1159606; in the data active means inhibition above about 50%
NCOA1 inh = inhibits human SRC1 coactivator. actives 0.12% (n = 360,000). inhibition, % at 3.6 µM. HEK293 GAL4-SRC1 luciferase reporter, luminescence. Q15788;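 active means inhibition above the campaign mean plus 3 SD, with each screening campaign given its own cutoff, cut at about 60% in these data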;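 further: 0% = DMSO treated cells and 100% = gossypol at 36 µM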
TROY NFkB inh = inhibitors of TROY-dependent NF-kB signaling | Q293 LMP1-TROYcd NF-kB luciferase reporter, 4 h | inhibition, % at 10 µM | actives 0.98% (n = 360,000);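 active means compounds whose plate-normalised and pattern-corrected inhibition of the luciferase reporter signal at the single screening dose is 50% or more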
SRC2 inh = inhibits human steroid receptor coactivator 2; Q15596; HEK293 GAL4-SRC2 luciferase reporter, luminescence; inhibition, % at 9 µM; actives 0.17% (n = 370,000); AID 651957;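 active means inhibition above the mean inhibition of all tested compounds plus 3 SD, set per campaign, cut at about 52% in these data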;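 further: 0% = DMSO treated cells and 100% = cells given Gossypol at 36 µM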
KKLEB cytotox = counter-screen for CF NF-kB inhibitors: cytotoxicity; KKLEB CF airway cells viability, ATPlite luminescence, overnight; active compounds read low; cells stimulated with P. aeruginosa culture filtrate; activity change (cytotoxicity), % at 5 µM; actives 0.36% (n = 360,000);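 active means corrected activity change at or below -50% at 5 µM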
SRC3 inh = inhibitors of human steroid receptor coactivator 3 (SRC3). Q9Y6Q9. HEK293 GAL4-SRC3 luciferase reporter, luminescence. inhibition, % at 3.6 µM. actives 0.17% (n = 360,000);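 active means inhibition above a per-campaign cutoff, the mean of all compounds plus 3 SD, cut at about 60% in these data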;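 further: 0% = DMSO-treated cells and 100% = gossypol-treated cells at 36 µM; higher means less SRC3-driven luciferase light from the GAL4 reporter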
LMP1 NFkB inh = reduces LMP1-driven NF-kappaB luciferase signal | LMP1-induced NF-kappaB luciferase reporter cells, luminescence | inhibition, % at 12.5 µM | actives 0.69% (n = 350,000) | AID 504558; in the data active means inhibition above about 41%;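 further: 0% = neutral control wells and 100% = reference inhibitor control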
COUP-TFII inh = blocks human COUP-TFII nuclear receptor; HEK293T NGFI-A luciferase reporter, luminescence; inhibition, % at 8.6 µM; actives 0.7% (n = 370,000); AID 686940;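 active means inhibition above a per-plate cutoff, mean inhibition of test wells between control levels plus 3 SD, cut at about 38% in these data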;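 further: cells cotransfected with COUP-TFII expression vector driving the NGFI-A reporter; 0% = median of COUP-TF2 test wells and 100% = reporter-only cells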
Target sequence (P24468 whole entry, looked up): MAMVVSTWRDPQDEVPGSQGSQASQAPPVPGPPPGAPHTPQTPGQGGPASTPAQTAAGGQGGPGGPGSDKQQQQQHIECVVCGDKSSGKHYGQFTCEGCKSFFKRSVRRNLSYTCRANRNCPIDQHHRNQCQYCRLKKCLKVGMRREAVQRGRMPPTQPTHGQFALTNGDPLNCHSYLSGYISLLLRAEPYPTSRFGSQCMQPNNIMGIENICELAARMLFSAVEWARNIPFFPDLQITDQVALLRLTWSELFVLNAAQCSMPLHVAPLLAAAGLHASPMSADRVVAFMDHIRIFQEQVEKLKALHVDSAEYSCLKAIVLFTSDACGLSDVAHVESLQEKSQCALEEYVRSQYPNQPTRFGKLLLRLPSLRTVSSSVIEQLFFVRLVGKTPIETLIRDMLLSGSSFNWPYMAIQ
NR5A2 inv ag = suppresses constitutive activity of human LRH-1; O00482; HEK293T StAR-luciferase reporter, LRH-1 transfected, 24 h; inhibition, % at 3.6 µM; actives 0.13% (n = 360,000); AID 602396;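 active means inhibition above the mean inhibition of all tested compounds plus 3 SD, cut at about 73% in these data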;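 further: 0% = DMSO wells and 100% = reporter-only cells lacking LRH-1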
Target sequence (O00482 whole entry, looked up): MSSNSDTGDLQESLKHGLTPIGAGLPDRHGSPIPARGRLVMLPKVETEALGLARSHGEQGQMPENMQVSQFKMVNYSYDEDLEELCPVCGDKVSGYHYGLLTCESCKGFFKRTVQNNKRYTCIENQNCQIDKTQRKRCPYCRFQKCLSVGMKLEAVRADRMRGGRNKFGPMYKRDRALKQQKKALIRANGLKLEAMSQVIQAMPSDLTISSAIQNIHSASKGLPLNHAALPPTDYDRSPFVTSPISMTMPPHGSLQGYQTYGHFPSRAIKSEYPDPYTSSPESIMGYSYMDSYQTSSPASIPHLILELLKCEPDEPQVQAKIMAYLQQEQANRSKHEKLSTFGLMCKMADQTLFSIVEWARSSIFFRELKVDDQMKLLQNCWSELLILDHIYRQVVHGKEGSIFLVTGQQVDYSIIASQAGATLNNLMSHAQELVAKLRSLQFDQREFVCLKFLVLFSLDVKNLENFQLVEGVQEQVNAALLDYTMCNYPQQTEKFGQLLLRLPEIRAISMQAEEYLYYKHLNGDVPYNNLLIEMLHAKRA
TRAIL sens C8 = sensitizes caspase-8 expressing cells to TRAIL; NB7+C8 cells + TRAIL, ATPlite viability luminescence; inhibition (viability loss, TRAIL sensitization), % at 10 µM; actives 1% (n = 360,000); AID 624354;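 active means compounds causing at least 50% loss of cell viability in the single-dose screen, relative to plate controls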
An asterisk follows results filed as active; · = not tested or not shown.

#	Structure	CF NFkB inh	TWEAK-Fn14 inh	NCOA1 inh	TROY NFkB inh	SRC2 inh	KKLEB cytotox
1	O=C(CSCc1cccc(Br)c1)NC1CC1	11	-8	-3	-13	-12	2
2	Cc1ccc(C(=O)NNC(=O)C2CCN(Cc3ccccc3)CC2)cc1	8	-8	8	1	11	3
3	Cc1ncc(CN2CCN(Cc3ccc(F)cc3)C(CCO)C2)s1 (stereo unspecified)	20	-4	9	-14	-6	-1
4	Cc1cc(Br)cn2cc(C(=O)O)nc12	-14	-7	0	-7	-4	-2
5	O=C(Nc1cccc([N+](=O)[O-])c1)NN1CCCCCC1	20	20	-10	-7	-10	8
6	COCCC(=O)NNS(=O)(=O)c1ccc(Cl)cc1	-2	3	9	10	0	-15
7	CC1(C)CC2CC(C)(CN2C(=O)COC(=O)c2cccc([N+](=O)[O-])c2)C1 (stereo unspecified)	-8	-15	3	-9	-17	16
8	Cc1ccc2c(c1)CCCN2C(=O)c1cccs1	-9	-7	-20	8	-3	-6
9	COCCOc1cc(NC(=O)c2cccc(OC)c2)c(Cl)cc1Cl	-15	-7	9	-28	2	-8
10	CCOC(=O)Cc1nnc(NC(=O)c2ccccc2OCC)s1	-19	-9	-17	10	10	-3
11	CC(=C/c1ccco1)/C=N/NC(=O)c1nnn(-c2nonc2N)c1CN(C)C	6	-5	4	2	25	5
12	Cn1nc(C(C)(C)C)c([N+](=O)[O-])c1C(=O)NCCO	-4	-2	1	4	2	3
13	Nc1nnc(SCc2cc3c(cc2Cl)OCO3)s1	-7	-11	-7	-18	-44	-7
14	CSc1cc(-c2ccccc2)[nH]c(=O)c1C#N	14	2	-5	2	-7	-15
15	COc1ccc(C(NC(=O)c2cc(OC)ccc2OC)c2ccccc2)cc1 (stereo unspecified)	3	46	-3	8	-13	-19

#	SRC3 inh	LMP1 NFkB inh	COUP-TFII inh	NR5A2 inv ag	TRAIL sens C8
1	6	0	10	-20	-7
2	7	-9	-9	14	7
3	0	-2	-30	-1	-1
4	-30	-1	-11	4	-5
5	2	7	-1	7	-3
6	17	3	2	-3	3
7	9	2	6	12	6
8	-17	0	5	0	-11
9	2	-13	0	-3	1
10	-3	-2	-2	-8	-5
11	10	5	-2	3	-4
12	13	-1	-3	14	-4
13	-14	-6	-7	-28	-2
14	12	-1	7	3	1
15	5	-3	-2	1	1

(more compounds)
#	Structure	CF NFkB inh	TWEAK-Fn14 inh	NCOA1 inh	TROY NFkB inh	SRC2 inh	KKLEB cytotox
16	COCCn1c(-c2ccc(SC)cc2)nc2c1c(=O)[nH]c(=O)n2CC(C)C	10	-6	-16	-28	7	0
17	CN1CCN(C(=O)c2cccc(-c3cnc4cnc(-c5ccccc5Oc5ccccc5)cn34)c2)CC1	27	4	2	3	-59	-17
18	O=C(NNc1ccccn1)C(c1ccccc1)c1ccccc1	-8	1	7	-11	1	6
19	Cc1cccn2c(CN(C)CC3CCCCO3)c(C(=O)N3CCCCC3)nc12 (stereo unspecified)	2	-3	-3	3	-13	3
20	O=C(O)c1cnc(-c2ccccc2)nc1Sc1cccc(Cl)c1	-8	10	-14	6	-27	15
21	OC[C@@H]1[C@@H](c2ccccc2)C(c2cccc(Cl)c2)=NN1c1ccccc1	5	32	-14	5	10	-8
22	CC1CCN(C2=NC(=O)/C(=C/c3cn(-c4ccccc4)nc3-c3cccc(S(=O)(=O)N(C)C)c3)S2)CC1	-5	76*	-4	·	-34	6
23	CCN(CC)S(=O)(=O)c1ccc2[nH]c(=O)cc(C(=O)Nc3cccc(C(C)=O)c3)c2c1	6	-27	18	3	3	-4
24	CCOc1cccc2sc(N(CCCN(C)C)C(=O)c3ccc(S(=O)(=O)N4CCCCCC4)cc3)nc12	25	-10	-3	-28	-9	-4
25	COc1cccc(NC(=O)c2ccccc2NS(C)(=O)=O)c1	-29	4	5	-8	-9	10
26	COc1ccc([C@H]2CC(=O)C=C(c3ccc4c5c(cccc35)CC4)C2)cc1	30	-22	-4	-23	9	-24
27	CC(=O)Nc1ccc(/C=N/NC(=S)NC(C)C)cc1	6	-2	19	19	1	-4
28	CCOc1ccc(/C=N/NC(=O)c2nnn(-c3nonc3N)c2CN(C)C2CCCCC2)cc1	-5	-24	-9	6	-4	5
29	Cn1c(=O)c2c(nc3n2CC(COc2ccccc2)O3)n(C)c1=O (stereo unspecified)	-4	16	21	4	-5	-5
30	Cc1[nH]c2ccccc2c1C(=O)CSc1n[nH]c(N)n1	7	0	-9	-16	11	-7

#	SRC3 inh	LMP1 NFkB inh	COUP-TFII inh	NR5A2 inv ag	TRAIL sens C8
16	4	-11	4	0	-6
17	-16	·	-24	8	1
18	-8	-3	17	-5	3
19	9	-4	4	9	-13
20	0	8	-9	14	0
21	-16	-4	7	-6	12
22	-12	-2	0	20	0
23	-10	-6	12	5	4
24	18	-20	-5	-24	-15
25	-11	-6	-8	20	-9
26	-3	-6	0	-28	-3
27	1	-3	4	-8	0
28	-25	4	4	1	-4
29	12	-7	3	-4	1
30	-5	-1	1	-7	4

Arranged by number of heavy atoms (high to low): four of the compounds above.
#	Structure	CF NFkB inh	TWEAK-Fn14 inh	NCOA1 inh	TROY NFkB inh	SRC2 inh	KKLEB cytotox
28	CCOc1ccc(/C=N/NC(=O)c2nnn(-c3nonc3N)c2CN(C)C2CCCCC2)cc1	-5	-24	-9	6	-4	5
26	COc1ccc([C@H]2CC(=O)C=C(c3ccc4c5c(cccc35)CC4)C2)cc1	30	-22	-4	-23	9	-24
30	Cc1[nH]c2ccccc2c1C(=O)CSc1n[nH]c(N)n1	7	0	-9	-16	11	-7
27	CC(=O)Nc1ccc(/C=N/NC(=S)NC(C)C)cc1	6	-2	19	19	1	-4

#	SRC3 inh	LMP1 NFkB inh	COUP-TFII inh	NR5A2 inv ag	TRAIL sens C8
28	-25	4	4	1	-4
26	-3	-6	0	-28	-3
30	-5	-1	1	-7	4
27	1	-3	4	-8	0

Remaining list, next part:
#	Structure	CF NFkB inh	TWEAK-Fn14 inh	NCOA1 inh	TROY NFkB inh	SRC2 inh	KKLEB cytotox
31	Cc1ccc(C)c(NS(=O)(=O)c2ccc(OCC(=O)N3CCCC3)cc2)c1	14	-13	16	10	-5	-10
32	CCOc1ccc(-c2c(C(=O)N/N=C/c3ccc(Cl)cc3)nnn2-c2nonc2N)cc1	-8	16	-10	14	9	-4
33	CCn1ncc(CN2CCN(Cc3cccc(OC)c3)C(CCO)C2)c1C (stereo unspecified)	0	8	10	8	10	-4
34	O=C(Nc1nnc([C@@H]2C[C@H](O)[C@@H](CO)O2)s1)c1cccc(Cl)c1	3	10	-22	-36	-4	4
35	CCCCC1(C)OC(=O)C(=Cc2c[nH]c3ccccc23)C(=O)O1 (stereo unspecified)	-20	-10	-3	3	3	6
36	N#C/C(=C\c1cccc([N+](=O)[O-])c1)c1nnc2n1CCCCC2	20	91*	1	82*	-2	-8
37	NC(=O)c1sc2nc(-c3ccco3)ccc2c1N	14	8	-6	-2	-48	-15
38	O=C(CCS(=O)(=O)c1ccccc1)Nc1nc2c(s1)CCCC2	-2	22	4	-12	-20	-3
39	COc1ccc(S(=O)(=O)NCCSC(C)(C)C)cc1	-8	3	-1	-2	-6	17
40	O=C(CSC1=NS(=O)(=O)c2cc(Cl)ccc2N1)Nc1ccccc1C(F)(F)F	14	-15	27	15	1	2
41	COc1ccccc1CNC(=O)Nc1nnc([C@H]2C[C@H](O)[C@@H](CO)O2)s1	-6	-9	-8	-8	-21	5
42	COc1ccccc1N(C)S(=O)(=O)c1ccc(C(=O)OC(C)C(=O)NCc2ccc3c(c2)OCO3)cc1 (stereo unspecified)	-5	9	-3	26	-6	-2
43	CCOC(=O)C1CCCN(C(=O)Cc2ccc(Cl)cc2)C1 (stereo unspecified)	-3	-35	-4	-11	-12	2
44	Cc1ccc(-n2nc3c(c2NC(=O)c2ccc4c(c2)OCO4)CS(=O)C3)c(C)c1 (stereo unspecified)	-6	-8	-24	-5	-6	7
45	O=C(CSc1nc(=O)n2ccccc2n1)NCc1ccccc1	-13	-1	-1	-6	-67	9
46	CCOCCSc1nnc2nc(C)cc(C)n12	-8	-2	-5	0	-4	2
47	Nc1ncc(-c2ccccc2)c(-c2ccc(OCc3ccccc3)cc2O)n1	22	4	14	1	0	-11

#	SRC3 inh	LMP1 NFkB inh	COUP-TFII inh	NR5A2 inv ag	TRAIL sens C8
31	18	-1	1	-9	-9
32	14	-6	0	-9	2
33	1	-6	11	-2	0
34	-23	·	-2	-26	19
35	18	3	0	12	-2
36	20	7	2	19	-6
37	-20	-9	-3	-16	-9
38	-14	-43	-14	-18	4
39	14	5	3	7	-18
40	-6	1	2	7	-22
41	4	·	1	6	-2
42	-4	13	14	9	-4
43	12	3	2	8	-6
44	-4	4	-1	9	-12
45	-2	-2	2	18	10
46	11	2	-7	-1	-14
47	5	3	11	-20	13

Results in sequence from the entries so far:
SRC3 inh for nos. 44 to 47: -4, -2, 11, 5
CF NFkB inh for nos. 44 to 47: -6, -13, -8, 22
COUP-TFII inh for nos. 44 to 47: -1, 2, -7, 11

An unsorted share of the library; about 4.2% have a hit in one of these screens.
